VLA-4 inh: inhibition in human VLA-4 binding assay, primary screen, VLA-4 allosteric modulator project, MLPCN library, flow cytometry, VLA-4 expressing cells. Integrin alpha-4 (Homo sapiens), P13612. ligand binding flow cytometry. inhibition, % (about 7 µM as worked out from the volumes in the protocol). 330,000 compounds, 0.2% hits. AID 2557, 2010; in the data active means inhibition above about 50%
Bcl-xL primary: inhibitors of human Bcl-xL, primary screen, biochemical, fluorescence polarization, HTS. inhibition, % at 10.9 µM. GST-Bcl-xL / FITC-Bim BH3 peptide fluorescence polarization. 320,000 compounds, 0.7% hits. Bcl-2-like protein 1 (Homo sapiens), Q07817;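 active means inhibition above the mean of all tested compounds plus 3 SD, cutoff set per campaign, cut at about 30% in these data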;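 further: 0% = DMSO wells and 100% = unlabeled Bim-BH3 peptide competitor; inhibitors lower millipolarization by displacing the labeled peptide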
AGP1-GFP MLPCN: modulators of AGP1-GFP expression in yeast TOR pathway, primary screen, cell-based, multiplex flow cytometry, S. cerevisiae, MLPCN library; 3 h; GFP as percent of DMSO wells; GFP response vs DMSO, % at 10 µM; 320,000 compounds, 0.02% hits;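 active means GFP response relative to DMSO above a set limit, near screen average plus 3 SD, cut at about 150% in these data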;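 further: median GFP channel fluorescence of the gated AGP1 strain per well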
GRK2 inh: compounds blocking aptamer binding on GRK2 – biochemical, human GRK2, bead flow cytometry, HTS, primary screen; Beta-adrenergic receptor kinase 1 (Homo sapiens), P25098; FAM-aptamer displacement from GRK2; inhibition of aptamer binding, % at 10 µM; 330,000 compounds, 0.59% hits; AID 488847, 2010;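 active means inhibition of aptamer binding above 40%, roughly 3 SD of noise, on plates passing a quality check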;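 further: median bead fluorescence of bound FAM aptamer so fluorescent compounds give negative values; no value below 0 was filed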
CIT2 TOR yeast: modulators of CIT2-GFP expression in yeast, primary screen, S. cerevisiae, GFP fusion, multiplex flow cytometry, MLPCN library; S. cerevisiae CIT2-GFP strain, 3 h; 100 means same as DMSO wells; GFP response vs DMSO, % at 10 µM; 320,000 compounds, 0.065% hits;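 active means GFP response relative to DMSO above a set limit, near the screen mean plus 3 SD, cut at about 150% in these data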;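 further: ratio of well median GFP fluorescence to mean of DMSO wells on the plate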
MEX-5 binding: MEX-5 zinc finger RNA-binding disruptors – biochemical, C. elegans, fluorescence polarization, MLPCN library, primary screen. Zinc finger protein mex-5 (Caenorhabditis elegans), Q9XUB2. MEX-5/FITC-TCR2 RNA binding; active compounds read low. activity score (negative = inhibition of binding), % at 10 µM. 300,000 compounds, 0.38% hits;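 active means inhibition past about -25% in most replicates, and total fluorescence under double the plate's negative control median, limit read from the data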;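 further: 0% = DMSO and -100% = 5 µM competing unlabeled TCR2 RNA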
Target sequence (Q9XUB2 whole entry, looked up): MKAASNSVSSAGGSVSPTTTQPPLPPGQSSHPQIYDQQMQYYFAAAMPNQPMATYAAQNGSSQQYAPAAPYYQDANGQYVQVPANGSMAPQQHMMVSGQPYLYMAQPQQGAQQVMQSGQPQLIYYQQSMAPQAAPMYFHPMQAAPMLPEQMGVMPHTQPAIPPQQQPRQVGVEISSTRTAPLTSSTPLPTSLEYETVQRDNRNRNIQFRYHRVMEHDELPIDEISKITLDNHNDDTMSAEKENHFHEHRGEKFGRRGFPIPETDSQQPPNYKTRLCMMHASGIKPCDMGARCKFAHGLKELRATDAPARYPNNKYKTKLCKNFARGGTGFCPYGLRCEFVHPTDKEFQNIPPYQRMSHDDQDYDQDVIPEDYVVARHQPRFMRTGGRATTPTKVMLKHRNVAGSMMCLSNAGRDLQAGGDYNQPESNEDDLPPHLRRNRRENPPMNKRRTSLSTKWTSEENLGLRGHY
GLD-1 TGE inh: GLD-1/TGE RNA complex disruptors, primary screen, biochemical, fluorescence polarization | 320,000 compounds, 0.44% hits | Female germline-specific tumor suppressor gld-1 (Caenorhabditis elegans), Q17339 | purified GLD-1 + fluorescein TGE RNA | inhibition, % at 5.96 µM;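 active means percent inhibition above a per-plate cutoff, the plate mean of test compounds plus 3 SD, cut at about 30% in these data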;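 further: 0% = DMSO wells with GLD-1 and probe and 100% = wells lacking GLD-1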
Target sequence (Q17339 whole entry, looked up): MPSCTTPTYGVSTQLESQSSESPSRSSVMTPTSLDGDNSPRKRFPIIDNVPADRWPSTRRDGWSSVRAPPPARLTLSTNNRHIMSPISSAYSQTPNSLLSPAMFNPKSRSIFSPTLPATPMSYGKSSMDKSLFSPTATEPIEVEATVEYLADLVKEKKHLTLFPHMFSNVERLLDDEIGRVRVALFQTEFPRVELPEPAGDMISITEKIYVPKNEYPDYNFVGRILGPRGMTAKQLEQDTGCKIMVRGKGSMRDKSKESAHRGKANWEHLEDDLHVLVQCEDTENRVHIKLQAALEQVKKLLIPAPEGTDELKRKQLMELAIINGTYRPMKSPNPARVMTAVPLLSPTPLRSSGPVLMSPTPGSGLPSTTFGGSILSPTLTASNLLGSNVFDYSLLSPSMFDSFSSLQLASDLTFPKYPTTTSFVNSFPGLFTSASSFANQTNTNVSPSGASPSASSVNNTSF
MCL1-BIM inh: inhibitors of MCL1 binding to BIM-BH3, primary screen, biochemical, fluorescence polarization; Induced myeloid leukemia cell differentiation protein Mcl-1 (Homo sapiens), Q07820; GST-MCL1 / FITC-Bim-BH3 fluorescence polarization; inhibition, % at 10.9 µM; 320,000 compounds, 0.68% hits; AID 2057, 2009;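 active means inhibition above the mean inhibition of all tested compounds plus 3 SD, set per campaign, cut at about 40% in these data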;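 further: 0% = DMSO wells and 100% = unlabeled Bim-BH3 peptide control; higher means more loss of mP so more displacement of Bim peptide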
Fam108B inh: mouse Fam108B serine hydrolase inhibitors, primary screen, counter-screen for RBBP9 inhibitor project, biochemical, fluorescence polarization. AID 1947, 2009. recombinant Fam108B, FP-Rh probe fluorescence polarization. inhibition, % at 9.51 µM. 300,000 compounds, 0.33% hits;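 active means inhibition above the screen mean inhibition plus 3 SD, computed separately per campaign, cut at about 18% in these data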;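 further: inhibitors lower polarization as less probe binds the enzyme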
* marks the source's active call; other numbers are inactive results; . = not tested or not shown.

Below each compound – MEX-5 binding	MCL1-BIM inh	Bcl-xL primary	GRK2 inh	VLA-4 inh	Fam108B inh	CIT2 TOR yeast	AGP1-GFP MLPCN	GLD-1 TGE inh
CCOC(=O)c1sc2ncnc(N3CCN(c4ccc(OC)cc4)CC3)c2c1C
  0.5	3	5	1	4	3	103	97	6
Cc1ccc(S(=O)(=O)Nc2cccc(C(=O)NCC3CCCO3)c2)cc1F (centres undefined)
  -2.4	10	2	0	-2	-1	101	111	-2
CN(C)CCCNC(=O)CCC1CCCCC1
  1.8	28	2	0	18	-6	95	96	5
CCn1c(=O)c2ccccc2n2c(SCC(=O)N3CCc4ccccc4C3)nnc12
  -0.8	-2	3	3	16	1	103	107	6
COc1ccc(N(C(=O)c2ccco2)C(C(=O)NC2CCCC2)c2cc(OC)c(OC)c(OC)c2)cc1 (centres undefined)
  0.4	4	5	0	16	2	110	108	7
COc1ccccc1N1CCN(C(=O)COc2ccc(Cl)cc2Br)CC1
  -1.0	5	7	2	6	4	97	97	8
COc1ccc(C(=O)n2cc(C(=O)c3cc(C)ccc3O)cn2)cc1
  0.6	15	3	0	9	0	94	92	-1
CC(C)CC(CO)N1CCN(C(=O)c2cccc(C(F)(F)F)c2)CCC1=O (centres undefined)
  2.7	3	-1	2	12	2	92	87	-2
CCc1ccc(OCc2ccc(C(=O)OC)o2)cc1
  1.2	-4	1	0	1	-4	100	101	-5
COc1ccc(NC(=S)N(CCN(C)C)Cc2cccs2)cc1
  1.8	5	2	0	6	2	97	100	-2

Sorted by molar mass (lowest first): some entries from above.
Below each compound – MEX-5 binding	MCL1-BIM inh	Bcl-xL primary	GRK2 inh	VLA-4 inh	Fam108B inh	CIT2 TOR yeast	AGP1-GFP MLPCN	GLD-1 TGE inh
CCc1ccc(OCc2ccc(C(=O)OC)o2)cc1
  1.2	-4	1	0	1	-4	100	101	-5
CCn1c(=O)c2ccccc2n2c(SCC(=O)N3CCc4ccccc4C3)nnc12
  -0.8	-2	3	3	16	1	103	107	6
COc1ccccc1N1CCN(C(=O)COc2ccc(Cl)cc2Br)CC1
  -1.0	5	7	2	6	4	97	97	8

(more compounds)
Below each compound – MEX-5 binding	MCL1-BIM inh	Bcl-xL primary	GRK2 inh	VLA-4 inh	Fam108B inh	CIT2 TOR yeast	AGP1-GFP MLPCN	GLD-1 TGE inh
CCOC(=O)c1c(NC(=O)CC2SC(=NC)N(C)C2=O)sc(C)c1C (centres undefined)
  -2.5	6	3	0	3	2	77	92	-5
Cc1ccc(/C=C/C(=O)OCC(=O)N2CC(=O)Nc3ccccc32)o1
  -2.0	-1	3	6	14	0	.	105	4
CCOCCCNC(=O)c1ccc2c(c1)ncn2-c1ccc(C)cc1C
  1.1	-2	1	0	8	-3	104	103	6
CN(C)C(=O)C(OC(=O)c1ccc2c(c1)CCCC2)c1ccccc1 (centres undefined)
  -0.6	-5	1	0	19	-1	105	106	3
O=C(NCCCN1CCOCC1)c1ccc(N2CCCC2)c([N+](=O)[O-])c1
  -1.0	-1	7	4	1	1	99	105	0
O=C(Nc1nc2ccccc2n1Cc1ccccc1)c1ccco1
  .	3	-5	0	10	2	99	100	2
O=C(c1ccc(NC(=S)NCc2ccc(Cl)cc2)cc1)N1CCCCC1
  -3.5	6	5	0	18	0	76	93	10
COc1ccc(NS(=O)(=O)c2ccc3oc(SCc4ccc(F)cc4)nc3c2)cc1
  -0.2	-10	-4	0	6	-21	100	107	-2
CCOc1ccc(Cl)cc1CN1CCOCC1
  0.6	4	4	0	10	-3	100	97	0
O=C(COc1ccc(S(=O)(=O)N2CCOCC2)cc1)NC1CCCC1
  -0.9	-4	2	0	-2	6	106	102	-4
COC(CNC(=O)CN1CCN(Cc2ccccc2F)C1=O)OC
  -2.2	-4	1	3	4	-1	92	95	-5
Cc1cc(C)n(Cc2ccccc2)c(=O)c1S(=O)(=O)c1ccccc1
  1.2	11	0	0	11	4	93	97	1
Cc1ccc2nc(-c3ccccc3)cc(C(=O)Nc3cccnc3)c2c1
  .	-15	-10	0	-5	.	95	95	4
O=C(NCCc1ccccn1)C1CCCN1S(=O)(=O)c1ccc(Cl)cc1 (centres undefined)
  -2.0	-4	3	0	-3	-1	112	102	1
O=C(CSC1=NC2(CCCCCC2)N=C1c1ccccc1)Nc1ccc2c(c1)OCCO2
  -1.2	1	2	1	-13	-2	91	102	12
CCCCCCn1c(CN2CCCCC2CC)nc2c1c(=O)n(C)c(=O)n2C (centres undefined)
  1.4	2	0	3	-2	4	84	89	-3
O=C(Nc1ccc(F)cc1F)C1CCN(C(=O)c2ccc(Br)cc2)CC1
  1.2	5	1	2	3	0	103	101	6
COc1cccc(C(=O)Nc2cc(C(F)(F)F)ccc2Cl)c1
  2.0	0	1	1	-5	2	95	97	3
CCOc1ccccc1NC(=O)Cn1nnc(-c2ccc(OCC)c(OCC)c2)n1
  -0.4	1	0	3	-13	-3	101	101	11
Cc1nc2cc(NC(=O)N(C)c3ccc4ccccc4c3)ccc2o1
  .	12	7	0	-9	-4	97	97	4
COc1ccc(N(CC(=O)NC2CCCCCCC2)S(=O)(=O)c2c(C)nn(C)c2C)cc1
  -4.1	11	25	0	-22	-51	90	96	4
OCCC1CN(Cc2cccc(-n3cccn3)c2)CCN1Cc1ccccc1 (centres undefined)
  1.3	0	8	5	-5	2	100	100	2
Cc1ccccc1-c1nc(CN2CCC(C(=O)NCc3cccs3)CC2)c(C)o1
  -1.8	7	1	0	18	-4	92	99	-1
COc1ccc(CN2CCCC(CNC(=O)c3ccc(F)cc3)C2)c(F)c1 (centres undefined)
  0.0	5	-1	0	-8	-2	109	103	-2
CCSc1nnc(NC(=O)/C=C/c2ccco2)s1
  -2.3	-3	-5	2	5	-8	100	99	2
O=C(O)C1CC=CCC1C(=O)NC1CCCCC1 (centres undefined)
  1.1	3	2	0	4	-3	95	101	3
COc1cccc(NC(=O)C2C3CCC4C(CCC32)C4(Cl)Cl)c1 (centres undefined)
  2.0	1	0	1	28	2	102	104	8
CC(OC(=O)c1ccc(NC(=O)CC#N)cc1)C(=O)Nc1nc(-c2ccccc2)cs1 (centres undefined)
  2.5	-12	-13	0	16	-12	83	92	-11
Cc1ccc2nc(Nc3nc(C)cc(-c4ccccc4)n3)[nH]c(=O)c2c1
  0.9	-199	-1	0	-18	-2	86	98	-10
C/C(=N\NS(=O)(=O)c1ccccc1)c1cc(Cl)cc(Cl)c1O
  2.2	3	-2	0	-3	3	95	99	0
CCOC(=O)C(C)Sc1ncc(-c2ccc(Cl)cc2)cn1 (centres undefined)
  0.8	9	3	0	2	1	96	96	8
COc1ccc(-c2csc3nc(C)nc(N4CCCCC4)c23)cc1OC
  0.0	3	4	0	17	-2	98	104	3
CN(C)CCCCOc1ccc(F)cc1
  1.1	6	4	3	11	5	93	100	-1
C=CCN=C1CC(C)(C)C(C(=O)OC)C(O)=C1C(=O)CCC (centres undefined)
  1.2	-4	4	0	-10	2	97	97	7
CS/C(=C\[N+](=O)[O-])Nc1ccc(Cl)cc1
  1.5	9	4	0	10	-1	90	99	7
CCn1c(CNC(=O)c2ccc(OC)c(OC)c2)nnc1SCC(=O)Nc1ccc(OC)cc1
  2.9	8	6	0	7	2	98	93	-7
CCc1ccc(Nc2ccc3nonc3c2[N+](=O)[O-])cc1
  -0.6	-1	2	0	0	-2	100	111	1
C/C(=C\C(=O)c1ccc(Br)cc1)NCc1ccc2c(c1)OCO2
  -0.2	1	7	0	1	0	104	99	-3
CCCCSc1nc(C)nc2c1c(=O)n(C)c(=O)n2C
  2.2	-4	-2	0	-18	-1	107	97	2
CC1CN(S(=O)(=O)c2cc(C(=O)NCCC3=CCCCC3)ccc2Cl)CC(C)O1 (centres undefined)
  -2.2	-2	5	0	8	4	98	94	3
CC(C)(C)c1cc(=O)n2[nH]c(N)nc2n1
  3.0	3	-8	0	0	0	88	97	4
CN(CC(=O)NC1CC(C)(C)NC(C)(C)C1)S(=O)(=O)c1cc(Cl)ccc1Cl
  1.6	1	-2	1	3	-1	92	96	8
O=C(Nc1ccccc1)c1ccc(Nc2c([N+](=O)[O-])cc([N+](=O)[O-])c3ccccc23)cc1
  2.3	0	0	2	9	8	96	94	-2
Cc1csc(NC(=O)c2ccc3ccccc3n2)n1
  0.1	-2	3	0	-1	0	103	96	-4
COc1ccc(N2CCN(C(=O)CSc3nnc(COc4cccc5cccnc45)o3)CC2)cc1
  -1.0	4	5	2	10	-1	101	107	2
Cc1cc(=O)[nH]c2nnnn12
  2.2	2	5	4	-7	-3	92	100	2
O=c1[nH]c(-c2ccccc2)nc2sc(-c3ccccc3)cc12
  0.2	-4	-4	3	-6	-8	96	71	3
CCOC(=O)CN(C)Cc1cn(C)nc1-c1ccc(Oc2ccccc2)cc1
  0.5	10	5	1	13	-2	106	103	-2
CC1CCN(C(=O)Cn2cc(SCC(=O)NCC3CCCO3)c3ccccc32)CC1 (centres undefined)
  -3.8	0	1	6	11	0	97	105	-1
Cc1nc(N2CCN(c3ccccn3)CC2)c2c(C)c(C(=O)N3CCN(c4ccc(F)cc4)CC3)sc2n1
  0.7	0	2	0	4	-4	103	95	7

(listing goes on)
Below each compound – MEX-5 binding	MCL1-BIM inh	Bcl-xL primary	GRK2 inh	VLA-4 inh	Fam108B inh	CIT2 TOR yeast	AGP1-GFP MLPCN	GLD-1 TGE inh
COc1ccc(-n2nnnc2SCC(=O)Nc2cccc(O)c2)cc1
  2.1	-6	0	0	14	1	87	82	2
CSc1ncccc1C(=O)NC1CCCCCC1
  1.3	9	11	0	-6	-1	90	98	-4
CN(Cc1ccccc1)c1nc(-c2cccc([N+](=O)[O-])c2)nc2ccccc12
  -1.2	0	-1	0	3	0	92	104	1
CCc1ccc(C(C(=O)NCCOC)N(C(=O)Cn2nnc3ccccc32)c2cccnc2)cc1 (centres undefined)
  1.0	8	4	0	0	4	95	103	4
COc1ccc(C2=NOC(Cn3nc(C(=O)NCc4ccc(C)cc4)cc3-c3ccccc3)C2)cc1 (centres undefined)
  -2.2	14	7	.	.	-3	.	.	-2
CCc1ccc(-c2csc(NC(=O)COC(=O)CCc3nc4ccccc4s3)n2)cc1
  -1.1	15	-2	6	-16	-1	99	102	7
COc1cccc2c1OC[C@@H](CO)[C@H]2N(C)C(=O)Nc1ccccc1
  0.1	5	2	2	0	-4	106	.	2
Cc1ccnc(NCc2ccccc2O)c1
  1.2	-1	1	0	10	0	108	104	2
Cc1ccccc1OCC(=O)O/N=C(\N)Cc1cccs1
  4.7	13	2	0	-2	-1	97	92	5
CC1CC(C)CN(c2oc(-c3ccccc3Cl)nc2C#N)C1 (centres undefined)
  -0.2	5	8	0	-8	0	105	106	-2
CC(C)(C)OC(=O)NC(CCCCNC=O)C(=O)O (centres undefined)
  -0.9	-7	-1	4	0	3	107	109	6
O=C(CS(=O)(=O)c1ccccc1)N1CCCCCC1
  -1.7	-3	-2	2	0	-2	106	103	5
N#CCCN1CCN(Cc2cc(-c3ccccc3)ccc2O)CC1
  1.8	0	1	0	-3	1	100	.	-3

Assay outcomes as filed in PubChem.
